TDP1 inh – TDP1 (human) enzyme inhibition; recombinant TDP1, AlphaScreen DNA substrate cleavage; Potency, µM (highest dose often 130 µM), for inactives: at the highest dose activity change, negative = inhibition, most hits filed as inhibitors; hit rate 0.28% among 350,000; further: nearly all actives have a fitted effect of over 40% in size
Target sequence (Q9NUW8 whole entry, looked up): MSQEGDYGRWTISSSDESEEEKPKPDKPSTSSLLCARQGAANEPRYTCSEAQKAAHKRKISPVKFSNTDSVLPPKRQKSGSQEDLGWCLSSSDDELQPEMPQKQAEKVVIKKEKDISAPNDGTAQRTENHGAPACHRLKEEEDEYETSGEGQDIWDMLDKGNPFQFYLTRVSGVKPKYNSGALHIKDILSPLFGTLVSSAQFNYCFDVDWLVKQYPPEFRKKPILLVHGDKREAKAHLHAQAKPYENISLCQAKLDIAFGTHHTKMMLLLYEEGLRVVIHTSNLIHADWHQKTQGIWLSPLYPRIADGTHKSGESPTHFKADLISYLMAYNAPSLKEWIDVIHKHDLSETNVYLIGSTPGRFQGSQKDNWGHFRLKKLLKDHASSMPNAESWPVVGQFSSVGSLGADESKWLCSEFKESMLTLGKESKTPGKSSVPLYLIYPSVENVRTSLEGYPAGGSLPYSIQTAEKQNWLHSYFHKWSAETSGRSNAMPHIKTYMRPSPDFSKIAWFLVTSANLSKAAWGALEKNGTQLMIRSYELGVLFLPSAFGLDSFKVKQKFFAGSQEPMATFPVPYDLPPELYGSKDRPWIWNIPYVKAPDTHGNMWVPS
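Recombinant human Tdp1 (E. coli-expressed, 1 nM final) preincubated with compounds 15 min at room temperature, then 5'-biotin/3'-phosphotyrosine-FITC DNA substrate (15 nM final) added for 5 min. AlphaScreen beads (10 ug/ml final) added 10 min; cleavage lowers signal.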
N370S GC – inhibitors or activators of N370S glucocerebrosidase for Gaucher disease. P04062. Potency, µM (series often up to 59.4 µM), inactives show top-dose activity change, negative = inhibition, usual class: inhibitors. N370S GC spleen homogenate, 4MU-glucoside fluorescence. hit rate 0.092% among 330,000;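 further: 0% = full enzyme activity and -100% = no enzyme basal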
FEN1 inhibitor – blocks human flap endonuclease 1 | Recombinant FEN1 flap cleavage, fluorescence, 15 min | P39748 | AID 588795 | Potency, µM (series often up to 114 µM), inactives show at the top dose activity change, negative = inhibition, most hits filed as inhibitors | hit rate 0.35% among 390,000; further: nearly all actives have a fitted effect of over 65% in size
Target sequence (P39748 whole entry, looked up): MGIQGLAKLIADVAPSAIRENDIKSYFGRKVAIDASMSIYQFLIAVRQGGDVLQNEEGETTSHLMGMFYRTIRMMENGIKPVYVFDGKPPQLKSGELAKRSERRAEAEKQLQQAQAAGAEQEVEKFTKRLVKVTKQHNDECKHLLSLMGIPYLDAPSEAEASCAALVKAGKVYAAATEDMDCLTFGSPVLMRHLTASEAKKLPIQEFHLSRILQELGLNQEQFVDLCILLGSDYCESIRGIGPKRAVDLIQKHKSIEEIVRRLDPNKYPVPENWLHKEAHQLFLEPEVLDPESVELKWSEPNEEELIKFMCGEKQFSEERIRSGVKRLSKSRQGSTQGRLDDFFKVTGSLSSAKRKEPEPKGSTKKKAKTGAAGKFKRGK
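With each library titrated from low to high concentration, compounds met 10 nM FEN1 for 15 min at room temperature before 50 nM substrate was added; readings at 0 and 15 min fed four-parameter Hill curve fits.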
* hit, by the source's call; ? = inconclusive; nt = no result given; & = joins results of further samples; [ ] = dose if it differs, or a comment. The call rests on the fitted dose curve; in most records, active means well fitted curve in the direction sought with a large enough effect; inconclusive means small, poorly fitted or top-dose-only effect, or another doubt; inactive means no such curve, though single readings can be large; an effect the other way counts as inactive or inconclusive. Unless noted, on the % scale 0 is the no-effect control and ±100 the full control effect; potency means the concentration at half of the fitted maximal effect.

SMILES	TDP1 inh	N370S GC	FEN1 inhibitor
COc1cccc(C2=NN(C(=O)c3cccs3)C(O)(C(F)(F)F)C2)c1 (stereo not drawn)	3%	?	-1%
C/C(=N\NC(=O)c1cc2ccccc2cc1O)c1ccccn1	-4%	-22%	11%
COc1ccc(CN(C)C(=O)CNC(=O)Cc2cccc3ccccc23)c(OC)c1OC	0%	-1%	-3%
C/C(CCC(=O)OC[C@@H]1O[C@H](C#Cc2ccccc2)C=C[C@@H]1Oc1ccc(C)cc1)=N/O[C@@H](C)c1cn([C@H](CO)Cc2ccccc2)nn1	7%&5%[21 µM]	-9%&-21%[12.8 µM]	nt
COc1ccc(O[C@H]2C=C[C@@H](c3ccccc3)O[C@H]2COC(=O)CC/C(C)=N\O[C@@H](C)CN2CCCCc3nc(C)c(C)cc32)cc1	2%[21 µM]	-18%[12.8 µM]	nt
Cc1ccc(Cl)cc1N1CCN(C(=O)Cn2c(-c3cccs3)cc3cc(F)ccc32)CC1	4%	nt	1%
O=C(NC1CCCC1)C(c1ccccc1)N(C(=O)c1csnn1)C1CCCC1 (stereo not drawn)	nt	-18%	0%
Cc1noc(/C=C/N(C)C)c1S(=O)(=O)N1CCCC(C(=O)NC2CCCCC2)C1 (stereo not drawn)	8%	-7%	-20%
COc1ccc(Nc2nnc(SCC(=O)NC3CCS(=O)(=O)C3)s2)cc1 (stereo not drawn)	-8%	-2%	1%
Cc1ccc(CNC(=O)C2CCC(=O)N2C2CCCCC2)cc1 (stereo not drawn)	1%	7%	0%
O=C(CCNS(=O)(=O)c1ccc(Br)cc1)Nc1cccc(F)c1	4%[0.0935 µM]	-13%	-5%
COc1ccc(CCNC(=O)c2ccc(S(=O)(=O)N(C)c3ccccc3)cc2)cc1OC	2%	1%	-12%
COc1cc(NC(=O)CCN2CC(C)OC(C)C2)cc(OC)c1 (stereo not drawn)	nt	1%	16%
CCN(CC)CCCNC(=O)c1cc(Nc2ccc(OC)cc2)nc2ccccc12	nt	-17%	3%
Cc1ccc(C(=O)/C=C2/NC(=O)CS2)cc1	-5%	-11%	3%
CC(C)C[C@@H](COc1ccccc1)N1CCN(CC(C)C)CCC1=O	nt	-2%	-8%
COC(=O)c1ccc2nc(-c3ccc4c(c3)OCO4)cn2c1	-5%	4%	3%
N#Cc1nccnc1N1CCN(C(=O)Nc2ccccc2)CC1	5%	1%	14%
O=C(Nc1ccccc1)C1CCCN1C(=O)NCc1ccccc1 (stereo not drawn)	0%	-7%	2%
O=C(/C=C/c1ccccc1)NC(NC(=S)Nc1ccc(Cl)cc1)C(Cl)(Cl)Cl (stereo not drawn)	2%	6%	-1%
COc1ccc(-c2nc3ccccc3s2)cc1NC(=O)c1cccc(F)c1	-6%	nt	?
COc1cc(C(=O)NCCSc2ccccc2)cc(OC)c1OC	1%	-10%	-1%
CSc1nc(C)cc(Oc2ccc(OCCOc3ccccc3)nn2)n1	4%	10%	8%
Cc1csc(NC(=O)CSc2ccc(-c3ccccn3)nn2)n1	3%	14%	-7%
COc1ccc2c(c1)c(=O)c(C(=O)c1ccccc1)cn2Cc1ccc(C)cc1	3%	22%	-29%
c1ccc(-c2noc(-c3ccccc3-c3ccccc3)n2)cc1	-8%	3%	-17%
Cc1nc2ccc(NC(=O)c3ccc(N4C(=O)CCC4=O)cc3)cc2s1	2%	7%	-1%
O=C(CCNC(=O)c1ccc(Br)cc1)NCCCc1ccccc1	0%	-2%	5%
CCN1CCOC(=O)C1CC(=O)Nc1ccc(Br)cc1 (stereo not drawn)	-3%	nt	-5%
COc1ccc(-c2cn3nc(N4CCCC(C(=O)Nc5ccc(C)c(C)c5)C4)sc3n2)cc1 (stereo not drawn)	5%	nt	-10%
COC1=C/C(=C/c2c(N)n3c(nc2=O)sc2cc(S(C)(=O)=O)ccc23)C=CC1=O	0%	-15%	-24%
CN1C(=O)C2(c3ccccc31)N(c1ccccc1)C(=O)CS2(=O)=O (stereo not drawn)	0%	nt	-6%
COc1cccc(NC(=O)c2cccc(N3C(=O)C4CCC(C)CC4C3=O)c2)c1 (stereo not drawn)	nt	0%	7%
COCC(C)NC(=O)Cn1c(SCc2ccccc2)nc2ccccc21 (stereo not drawn)	1%&9%	-2%	2%&11%
CCN(CC)C1=N/C(=C\c2ccco2)C(=O)N1c1ccccc1	6%	-10%	-5%
Nc1nnc(Cc2c[nH]c3ccccc23)s1	4%	-11%	-19%
Cc1nc(N)sc1-c1csc(Nc2ccccn2)n1	5%	-1%[2.35 µM]	-17%
CC(=O)c1cccc(OCC(=O)N(Cc2ccco2)c2c(N)n(Cc3ccccc3)c(=O)[nH]c2=O)c1	3%	nt	0%
COc1ccc(/C(C)=N\O)cc1OC	3%	-9%	-9%
O=C(CC(C(=O)O)c1ccc(Cl)cc1)c1ccc(Br)cc1 (stereo not drawn)	nt	1%	-2%
CC(C)Sc1oc(-c2ccco2)nc1S(=O)(=O)c1ccc(F)cc1	4%	6%	-18%
CC1(C)CCC[C@@](C)([C@H]2CC[C@]3(C)[C@@H]2[C@H](O)C[C@@H]2[C@@]4(C)CC[C@H](O)C(C)(C)[C@@H]4[C@@H](O)C[C@]23C)O1	8%	-13%	nt
CSCC[C@H](NC(=O)c1cccs1)c1nnc2ccccn12	6%	-15%	-2%
COc1ccccc1-c1ncnn1-c1sc2c(c1C#N)CCCCC2	7%[12.3 µM]	nt	-4%
COC(=O)C1=C(C)N(CC2CC2)C(=NCc2cc(OC)c(OC)c(OC)c2)N[C@H]1c1ccccc1	nt	-1%&-3%	3%
C/C(=N\NC(=O)Cn1ccc(C(F)(F)F)n1)c1ccc(N2CCOCC2)cc1	nt	-5%	0%
COc1ccc(-c2cc(N3CCCC3)n3ncnc3n2)cc1	5%	-5%	5%
Cc1ccc(C(=O)NNC(=O)Cc2nc3nc(C)cc(C)n3n2)cc1	0%	-12%	18%
Cc1ccc(/C=C/C(=O)CCC(=O)O)cc1	3%	5%	-1%
COc1ccc(Cn2c(CCCO)nc3ccccc32)cc1OC	2%	2%	2%
O=C(NC(=S)Nc1ccc2oc(-c3ccncc3)nc2c1)c1ccccc1F	6%	3%	-2%
CS(=O)(=O)N1CCn2c1nc1ccccc12	2%	4%	6%
CN(C)c1ccc(Nc2nc(N)c3ccccc3n2)cc1	nt	-9%	-6%
O=[N+]([O-])c1ccc(P(=O)(Cc2ccccc2)c2ccccc2O)cc1 (stereo not drawn)	nt	-8%	-11%
c1ccc(-c2cn(-c3ccccc3)c3ncnc(N4CCN(c5ccccc5)CC4)c23)cc1	8%	nt	0%
Cc1ccc(C(=O)NC(=S)Nc2ccc(Oc3ccc(Cl)cc3)cc2)cc1	4%	22%	-5%
COc1ccc(C(=O)OCC(=O)c2ccc[nH]2)c(OC)c1	0%	nt	-16%
O=C(COc1ccc(-c2ccccc2)cc1)Nc1cccnc1	0%	nt	16%
CC1CC(NC(=O)Cc2ccc(Br)cc2)CC(C)(C)C1 (stereo not drawn)	-4%	28%	-11%
CC(=O)/C(=N\Nc1ccc(C)cc1)Sc1nncn1C	-13%	2%	6%
Remaining list, next part:
SMILES	TDP1 inh	N370S GC	FEN1 inhibitor
Cc1ccc(S(=O)(=O)NCCC(=O)N2CCN(S(=O)(=O)c3ccccc3)CC2)cc1C	nt	-7%	-4%
CCCCN(CC)CCNC(=O)Cn1cc2c(n1)-c1c(oc(C(=O)N3CCCC3)c1C)CC2	1%&3%	-6%	2%&-3%
COC(=O)c1cc(CNC(=O)C2CC(=O)N(c3ccc4c(c3)OCCO4)C2)ccc1OC (stereo not drawn)	1%	nt	8%
O=C(CSc1ncnc2c1cnn2CCc1ccccc1)Nc1cccc(C(F)(F)F)c1	-2%	14%	-6%
COc1ccc(CNCCC(c2ccc(F)cc2)c2ccc(OC)cc2)cc1 (stereo not drawn)	3%	-18%	-3%
O=S(=O)(NCCc1csc2nc(-c3ccccc3)nn12)c1ccc(Oc2ccccc2)cc1	3%	nt	-21%
Cc1cc(C)c2ccc3c(C)c(C)n(C)c3c2n1	9%	14%	-6%
COc1cc(OC)cc(C(=O)N2CCC(C(=O)Nc3ccc4c(c3)OCCO4)CC2)c1	3%	-18%	-4%
C/C(=C1/C(=O)N(c2ccc([N+](=O)[O-])cc2)N=C1c1ccccc1)N(C)C	11%	-14%	nt
CCc1ccc(-c2nn(CC(=O)NC3CCCC3)c3c2cnc2ccc(F)cc23)cc1	5%	nt	-2%
COc1ccc(CC(=O)NC2CCCCCC2)c(OC)c1	nt	10%	17%
CC(=O)C1C(c2cccc(F)c2)NC(=O)NC1(O)C(F)(F)F (stereo not drawn)	0%	-3%	-1%
O=C(O)c1csc(N/N=C/c2ccc(Br)cc2)n1	0%	3%	-7%
O=C(O)CSc1nc2ccccc2n1-c1ccccc1	5%	2%	-8%
Cc1cc(NCC(C)C)n2ncnc2n1	-1%	-2%	3%
CCCNC(=O)C1CCC(Cn2c(=O)c3sccc3n(CC(=O)Nc3ccccc3C)c2=O)CC1 (stereo not drawn)	2%	nt	0%
CC(C)Cn1c(N)c(C(=O)COC(=O)c2ccc(O)cc2)c(=O)n(C)c1=O	-1%	23%	7%
O=C(NCC1CCCO1)c1cc(S(=O)(=O)Nc2ccc(Br)cc2)ccc1Cl (stereo not drawn)	7%	-11%	15%
CCCCCCCCCCOC(=O)c1csc2nnsc12	-7%	4%	6%
CC1=NN(C(=O)Cc2ccc(C)cc2)C(O)(c2cccnc2)C1 (stereo not drawn)	3%	-11%	-16%

Part of the list above in another layout.
Each structure is followed by: TDP1 inh | N370S GC | FEN1 inhibitor
> CCCNC(=O)C1CCC(Cn2c(=O)c3sccc3n(CC(=O)Nc3ccccc3C)c2=O)CC1 (stereo not drawn)
 : 2% | nt | 0%
> CCc1ccc(-c2nn(CC(=O)NC3CCCC3)c3c2cnc2ccc(F)cc23)cc1
 : 5% | nt | -2%
> O=S(=O)(NCCc1csc2nc(-c3ccccc3)nn12)c1ccc(Oc2ccccc2)cc1
 : 3% | nt | -21%
> COc1cc(OC)cc(C(=O)N2CCC(C(=O)Nc3ccc4c(c3)OCCO4)CC2)c1
 : 3% | -18% | -4%

Compound profiles, from the list above. Order of values: TDP1 inh | N370S GC | FEN1 inhibitor
Profile of CC1=NN(C(=O)Cc2ccc(C)cc2)C(O)(c2cccnc2)C1 (stereo not drawn) = 3% | -11% | -16%
Profile of CCCNC(=O)C1CCC(Cn2c(=O)c3sccc3n(CC(=O)Nc3ccccc3C)c2=O)CC1 (stereo not drawn) = 2% | nt | 0%

More results:
SMILES	TDP1 inh	N370S GC	FEN1 inhibitor
CC(C)(C)OC(=O)N1CC(O)CC1C(=O)OCC(=O)c1ccc(Cl)cc1 (stereo not drawn)	6%	-19%	-14%
COc1cc2nc(=S)n(CCCN3CCOCC3)c(N)c2cc1OC	0%	-5%	-7%
Nc1nc(NCC2CCCO2)nc(NCC2CCCO2)c1[N+](=O)[O-] (stereo not drawn)	3%	-5%	-3%
O=C(O)[C@@H]1CN[C@@H](C(=O)O)C1	2%	-2%	nt
CCOC(=O)c1c(C)[nH]c(C)c1S(=O)(=O)N1CCC(C(=O)N2CCN(c3cccc(C)c3)C(C)C2)CC1 (stereo not drawn)	4%	nt	1%
CC(=NCCc1c(C)[nH]c2ccc(OCc3ccccc3)cc12)C1=C(O)CC(c2ccccc2)CC1=O (stereo not drawn)	4%	?	-7%
COc1ccccc1CNC(=O)N1CCN(c2ccccc2Cl)CC1	1%	-2%	?
COc1ccccc1N1CCN(C(=O)C(C)N(c2ccc(C)c(C)c2)S(C)(=O)=O)CC1 (stereo not drawn)	7%	-1%	-7%
COc1ccc(/C(C)=N/N=C2/NC(=O)CC(C(=O)O)S2)cc1 (stereo not drawn)	0%	-3%	-3%
O=C(CSCc1ccc(Cl)cc1)NCC1CCCO1 (stereo not drawn)	2%	3%	-4%
O=C(/C=C/c1ccccc1)NC(=S)Nc1cccnc1	-1%	-3%	-12%
O=C(c1ccc(Cl)cc1)N1CCC(c2nc3ccccc3o2)CC1	4%	nt	6%
CCOc1ccc(-n2c(SCC(=O)Nc3nccs3)nnc2-c2ccoc2C)cc1	nt	8%	-2%
Cc1ccc(NC(=O)C2CCCN(S(=O)(=O)c3c(C)n[nH]c3C)C2)cc1Cl (stereo not drawn)	-2%	nt	16%
O=C(Nc1ccccc1)N(Cc1ccccc1)Cc1ccccc1	-1%	-1%	8%
COC(=O)c1ccc(COc2ccccc2/C=N/NC(N)=O)o1	6%	9%	-3%
Cc1nc2ccccc2c(=O)n1CCCn1ccnc1	3%	-1%	-13%
CC1CCc2c(sc(NS(=O)(=O)c3ccccc3)c2C(=O)OC(C)C)C1 (stereo not drawn)	3%[56.1 µM]	15%	-2%
COc1ccc(Nc2nc3ccccc3nc2NS(=O)(=O)c2cccs2)cc1	9%	-10%	-8%
COc1ccc(NC(=O)N2CCc3ccccc3C2)cc1	3%[56.1 µM]	-1%	16%

Given with two lines to a compound: two of the compounds above
Each structure is followed by: TDP1 inh | N370S GC | FEN1 inhibitor
> O=C(Nc1ccccc1)N(Cc1ccccc1)Cc1ccccc1
→ -1% | -1% | 8%
> Cc1nc2ccccc2c(=O)n1CCCn1ccnc1
→ 3% | -1% | -13%

Compound activity deposited in PubChem by National Center for Advancing Translational Sciences (NCATS).
